# KLF5 inhibitor: inhibitors of KLF5 expression; inhibition, % at 5 µM; DLD-1 KLF5 promoter-luciferase reporter, luminescence; 290,000 compounds, 0.23% hits; AID 1700;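 active = inhibition above a per-plate limit of that plate's mean compound inhibition plus 3 SD, cut at about 60% in these data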;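 note: 0% = DMSO wells and 100% = LY294002 at 200 µM; higher means less KLF5 promoter-driven luciferase light; inactives centre near -14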
# IEC-6 cytotox: kills IEC-6 intestinal cells in KLF5 counter-screen; IEC-6 cytotoxicity, luminescence viability; inhibition, % at 5 µM; 290,000 compounds, 0.78% hits; AID 1825; in the data active = inhibition above about 22%;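 note: 0% = plate median of test compound wells and 100% = cytotoxic reference compound wells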
# HIF act: HIF pathway transcriptional activation | U2OS HRE-luciferase reporter, luminescence; normalized: DMSO 0%, desferrioxamine 100% | activation, % at 7.5 µM (by protocol) | 300,000 compounds, 0.32% hits | AID 1910;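 active = mean activation of at least 10% of the iron chelator positive control signal, with at least half of replicates also reaching 10%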
# AI-2 QS mod: modulators of Vibrio harveyi AI-2 quorum sensing system | 300,000 compounds, 0.4% hits | Vibrio harveyi JMH597 AI-2 luminescence/OD600 ratio, 9 h; stronger effect = lower value; strain lacks LuxN and CqsS sensors; 0 = neutral-control median | activity change, % at 7.5 µM; in the data active = activity change below about -75%, passing the limit was not always enough;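 note: luminescence divided by OD600 gain over 9 h not by final OD600 alone; inactives centre near 13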
# HSF-1 act: increases HSF-1 driven luciferase reporter signal | NIH3T3-HGL HSF-1 luciferase reporter, MG132, 8 h; 100% = twice DMSO control signal | 300,000 compounds, 1.7% hits | activation, % at 9 µM;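 active = mean replicate activation of at least 50% with a set share of replicates each reaching 50%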;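 note: 0% = median of the neutral control wells and 100% = twice that signal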
# GSK3 alpha inh: inhibitors of human GSK-3 alpha kinase; ADP-Glo luminescence, 60 min; inhibition, % at 10 µM; 320,000 compounds, 0.1% hits; AID 2650;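 in the data active = inhibition above about 50%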;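 note: GST-tagged GSK-3 alpha with peptide substrate and 25 µM ATP; 0% = DMSO neutral wells and 100% = GW8510 positive control wells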
# Target sequence (P49840 whole entry, looked up): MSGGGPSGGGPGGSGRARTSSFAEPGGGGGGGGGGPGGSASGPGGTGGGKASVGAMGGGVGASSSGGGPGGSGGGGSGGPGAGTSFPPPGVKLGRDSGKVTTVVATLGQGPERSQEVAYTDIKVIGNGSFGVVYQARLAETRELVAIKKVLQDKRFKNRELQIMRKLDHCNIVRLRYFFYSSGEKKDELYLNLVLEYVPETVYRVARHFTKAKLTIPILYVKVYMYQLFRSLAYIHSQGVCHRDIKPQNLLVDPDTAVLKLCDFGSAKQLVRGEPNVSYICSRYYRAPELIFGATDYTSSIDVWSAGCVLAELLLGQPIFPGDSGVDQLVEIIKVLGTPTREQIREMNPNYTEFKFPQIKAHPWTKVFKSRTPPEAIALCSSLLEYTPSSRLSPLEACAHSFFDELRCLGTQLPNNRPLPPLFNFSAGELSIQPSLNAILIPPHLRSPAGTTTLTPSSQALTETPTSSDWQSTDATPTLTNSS
# aSyn UTR inh: MLPCN primary screen, SNCA 5' untranslated region; alpha-synuclein 5'UTR reporter, inhibitor activity; inhibition, % (tested at 7.5 µM); 300,000 compounds, 0.82% hits; AID 1813; in the data active = inhibition above about 60%;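 note: H4 neuroglioblastoma cells stably carrying SNCA 5'UTR luciferase fusion; 0% = DMSO wells and 100% = positive control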
# HSP90 inh: blocks HSP90-mediated luciferase refolding in reticulocyte lysate | 290,000 compounds, 0.91% hits | AID 1789 | Rabbit reticulocyte lysate, luciferase refolding luminescence, 3 h | inhibition, % at 5.6 µM;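 active = inhibition above the screen-wide mean plus 3 SD, computed separately per campaign, cut at about 16% in these data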;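 note: 0% = DMSO wells and 100% = 60 µM geldanamycin wells; inhibitors lower the luminescence because luciferase stays unfolded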
# HSF1 inh: HSF1 inhibition; NIH3T3-HGL HSE-luciferase, MG132-induced, luminescence 8 h; stronger effect = lower value; activity change, negative = inhibition, % at 7.5 µM (by protocol); 300,000 compounds, 0.77% hits;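 active = more than half of replicate wells show activity change below -50%, luminescence cut by over half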;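 note: luciferase reports HSF-1 transcriptional activity via heat shock element; 0% = median of DMSO wells and -100% = zero luminescence signal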
# GSK3B inh: inhibitors of human GSK3beta kinase. AID 2097. P49841. 300,000 compounds, 0.038% hits. activity score (negative = inhibition), % at 10 µM. GST-GSK3beta kinase, ADP-Glo luminescence, 60 min; stronger effect = lower value;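 active = more than half of replicate wells score below -50%, meaning over 50% inhibition versus plate controls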;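 note: 0% = median DMSO wells and -100% = median GW8510 positive control wells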
# Target sequence (P49841 whole entry, looked up): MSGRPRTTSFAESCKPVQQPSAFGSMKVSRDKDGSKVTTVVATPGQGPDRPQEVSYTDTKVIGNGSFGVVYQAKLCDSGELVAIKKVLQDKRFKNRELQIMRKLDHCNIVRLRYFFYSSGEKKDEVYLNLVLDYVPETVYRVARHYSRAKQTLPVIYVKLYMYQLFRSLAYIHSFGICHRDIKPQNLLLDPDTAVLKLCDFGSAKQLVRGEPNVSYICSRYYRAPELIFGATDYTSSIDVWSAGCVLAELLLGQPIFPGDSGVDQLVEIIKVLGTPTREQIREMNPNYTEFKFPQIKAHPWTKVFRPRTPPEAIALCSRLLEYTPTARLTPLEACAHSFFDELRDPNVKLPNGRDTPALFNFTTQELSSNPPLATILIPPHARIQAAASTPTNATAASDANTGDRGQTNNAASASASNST
#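 Assay system: GST-tagged human GSK3beta kinase, cell-free; Input: 1.6 ng GSK3beta; Medium: Tris/MgCl2 kinase buffer; Timing: 60 min enzyme reaction, room temperature; Signal: ADP-Glo luminescence quantifying ADP generated by kinase; Evaluation: score relative to plate controls; Benchmarks: DMSO neutral wells and GW8510 at 20 µM as positive.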
# Active calls of the source: *; / = no result given.
[1] Cc1ccc(S(=O)(=O)N(C)C)cc1NC(=O)CN1C(=O)NC2(CCCc3ccccc32)C1=O (stereo unspecified)
[2] O=C1C(Cl)=C(Nc2cccc(O)c2)C(=O)N1Cc1ccccc1
[3] Cc1ccc(NC(=O)c2sc(=S)n(-c3cc(C)ccc3F)c2N)cc1
[4] CCn1cc(CN2CCC(n3nccc3NC(=O)C3CCCC3)CC2)cn1
[5] COc1ccc(/C=N/Nc2nc3ccccc3o2)cc1O
[6] COc1cccc(N2CCN(S(=O)(=O)c3c(C)[nH]c(C)c3C(=O)N3CCCC3)CC2)c1
[7] COc1cc(C)c(-c2[nH]ncc2-c2csc(C)n2)c(O)c1
[8] CC(C)CCN1CCN(Cc2cn[nH]c2C2CCCCC2)CC1CCO (stereo unspecified)

Screen / compound no.,1,2,3,4,5,6,7,8
KLF5 inhibitor,-17,-21,-15,-52,-63,-27,32,3
IEC-6 cytotox,-6,-1,-4,-1,1,-8,-3,3
HIF act,-0.2,0.2,0.9,-1.5,4.2,-0.2,0.5,0.4
AI-2 QS mod,30,13,39,35,16,20,10,20
HSF-1 act,-1,6,6,4,33,4,14,5
GSK3 alpha inh,-3,-3,-1,-1,4,-2,-2,-7
aSyn UTR inh,-2,-69,-10,38,-52,5,3,-5
HSP90 inh,-3,-2,4,1,9,-2,-1,2
HSF1 inh,5,13,-5,0,18,-6,-12,-2
GSK3B inh,3,-2,-3,/,-1,0,0,2

[9] CC(C)OC(=O)c1c(NC(=O)c2cnn3c2NC(c2ccccc2)CC3C(F)(F)F)sc2c1CCCC2 (stereo unspecified)
[10] CCOc1ccc2c(c1)C(C)=CC(C)(C)N2S(=O)(=O)c1ccc(F)cc1
[11] CC(=O)Nc1ccc(S(=O)(=O)N(C)CC(=O)OCC(=O)N(C)c2ccccc2)cc1
[12] COc1ccc(-c2nc(CS(=O)CC(=O)NCc3ccccn3)c(C)o2)cc1 (stereo unspecified)
[13] CC(=O)c1nn(-c2cccc(Br)c2)cc1C(=O)c1ccccc1
[14] Cc1n[nH]c(C)c1CCNC(=O)C1CCC(=O)N(Cc2ccccc2F)C1 (stereo unspecified)
[15] COc1cccc(CNC(=O)C2CCCN(c3nn4c(=O)cc(C)nc4s3)C2)c1 (stereo unspecified)
[16] O=C(CN(Cc1ccccc1F)C(=O)c1ccco1)NCc1ccc(F)cc1

Screen / compound no.,9,10,11,12,13,14,15,16
KLF5 inhibitor,-34,-6,-24,12,-17,-9,-6,-23
IEC-6 cytotox,3,12,-2,2,-1,-1,-1,1
HIF act,0.0,3.6,0.9,0.4,0.3,-0.3,/,-0.7
AI-2 QS mod,-4,15,11,23,2,6,/,20
HSF-1 act,-30,-19,7,-8,12,10,/,9
GSK3 alpha inh,0,-1,-2,-2,-2,2,1,4
aSyn UTR inh,-2,-38,-8,5,28,-5,/,4
HSP90 inh,0,0,3,-1,-7,3,9,2
HSF1 inh,-6,-1,-2,-1,-6,-5,/,12
GSK3B inh,1,0,1,1,-6,0,/,1

[17] CCN1CCN(S(=O)(=O)c2ccc(Cl)c(C(=O)NC(C)c3ccccc3Cl)c2)CC1 (stereo unspecified)
[18] Cn1c(SCC(=O)NC2CC2)nnc1-c1ccco1
[19] CC(Oc1coc(CN2CCN(C(=O)c3ccco3)CC2)cc1=O)c1ccccc1 (stereo unspecified)
[20] Cc1ccc(C(=O)Nc2ccc3c(c2)OCO3)cc1S(=O)(=O)N1CCCC1
[21] C=CCNC(=O)/C(=C\c1ccc2c(c1)OCO2)NC(=O)c1ccc(Br)cc1
[22] CCOC(=O)C1=C(C)NC(=O)C(C#N)C1c1ccco1 (stereo unspecified)
[23] O=C(NC(=O)c1ccccc1Cl)C(=O)Nc1ccc(Cl)cc1
[24] CC1(C)CC(=O)c2sc(NC(=O)CCS(=O)(=O)c3ccccc3)nc2C1

Screen / compound no.,17,18,19,20,21,22,23,24
KLF5 inhibitor,/,-26,/,-63,19,14,-4,0
IEC-6 cytotox,/,-10,/,4,-4,-6,-8,-5
HIF act,-0.4,/,-0.1,1.5,0.0,-0.1,0.1,-0.9
AI-2 QS mod,-8,/,9,36,5,24,4,29
HSF-1 act,21,/,-16,26,-5,-1,3,16
GSK3 alpha inh,-3,-1,-1,0,-4,1,-2,0
aSyn UTR inh,0,/,-4,-114,4,10,-10,-28
HSP90 inh,/,-2,/,-2,4,0,-4,0
HSF1 inh,1,/,-1,0,2,-7,2,27
GSK3B inh,-1,/,-4,2,1,1,-3,-1

[25] COC(=O)c1cc(NC(=O)CN(c2cccc(OC)c2)S(=O)(=O)c2ccccc2)ccc1Cl
[26] CCOc1ccc(N(CC(=O)O)S(=O)(=O)c2cccnc2)cc1
[27] CCCCCCCCCCCCCCCC(=O)OC[C@H](COP(=O)([O-])OCC[N+](C)(C)C)OC(=O)CCCCCCCCCCCCCCC
[28] Cc1nn(-c2ccccc2)c(Cl)c1/C=N/NC(=O)c1cccc(S(=O)(=O)N2CCCC2)c1
[29] Cc1ccc(S(=O)(=O)N2CCOCC2)cc1NC(=O)CNCc1cccnc1
[30] O=C(Nc1ccccc1-c1nnn(CC(=O)N2CCN(c3ccccc3)CC2)n1)c1cccs1
[31] Cc1nc(NC(=O)c2ccco2)sc1-c1csc(Nc2ccc(Cl)cc2Cl)n1
[32] Cc1nn(C)c(C)c1NC(=O)c1ccc(Br)o1

Screen / compound no.,25,26,27,28,29,30,31,32
KLF5 inhibitor,-22,-4,-14,13,-2,1,-19,4
IEC-6 cytotox,3,-1,-2,2,-3,0,2,3
HIF act,-0.3,0.0,-0.3,0.6,-0.3,-0.4,0.2,1.3
AI-2 QS mod,-5,10,-5,21,27,3,30,38
HSF-1 act,48,26,-49,4,-9,43,10,-14
GSK3 alpha inh,-2,/,/,0,-3,1,-3,-2
aSyn UTR inh,16,-3,4,-7,-15,6,-16,19
HSP90 inh,4,-1,-1,-3,5,1,9,1
HSF1 inh,13,2,-31,-9,-8,12,2,1
GSK3B inh,3,2,-1,-1,-2,3,0,2

[33] CC1(C)CC(=O)C2=C(C1)OC(=O)C2(NC(=O)c1cccs1)C(F)(F)F (stereo unspecified)
[34] Cc1nc(-c2c(C(=O)NNC(=O)Nc3c(C)cccc3C)noc2C)cs1
[35] COc1ccc(C[C@H]2CN3C(=NC[C@H]3Cc3ccccc3)N2CCNC(=O)CCC2CCCCC2)cc1
[36] Cc1cc(NC(=O)COC(=O)CSCc2ccc(Cl)c(Cl)c2)no1
[37] COc1ccc(OCC(O)Cn2ccnc2C)cc1 (stereo unspecified)
[38] COc1ccc(C(=O)c2ccc(Cl)cc2Cl)cc1
[39] CCCCCN(C(=O)CCC(=O)OC(C)C(=O)c1ccc(Cl)cc1)c1c(N)n(CCCC)c(=O)[nH]c1=O (stereo unspecified)
[40] O=C(CC1C(=O)N(c2ccc(F)cc2)C(=O)N1Cc1ccccn1)Nc1ccccc1 (stereo unspecified)

Screen / compound no.,33,34,35,36,37,38,39,40
KLF5 inhibitor,-7,-15,-7,3,-16,-12,/,-20
IEC-6 cytotox,5,-5,-1,2,2,-6,/,-4
HIF act,-0.7,0.4,0.2,-0.3,-0.3,-0.1,-0.3,-0.2
AI-2 QS mod,10,-9,28,22,14,7,27,5
HSF-1 act,10,-20,-7,2,-6,-5,7,3
GSK3 alpha inh,-2,-1,7,1,1,1,-3,-1
aSyn UTR inh,-2,13,-6,22,-7,-7,17,5
HSP90 inh,4,-2,5,1,3,-1,/,5
HSF1 inh,3,-4,11,-1,-5,-3,28,-1
GSK3B inh,2,-1,-5,-2,-2,6,1,0

[41] O=C1[C@@H]2C(c3ccccc3Cl)=NO[C@@H]2C(=O)N1Cc1ccccc1
[42] Cn1c(=O)c(C(=O)NNC(=O)c2ccccc2Cl)c(O)c2ccccc21
[43] CCCN(CCC)c1ccc(CC(=O)NC(C)Cc2ccccc2)cc1 (stereo unspecified)
[44] CCN(CC)CC(C)CNC(=O)CN1C(=O)CSc2ccc(S(=O)(=O)N3CCOCC3)cc21 (stereo unspecified)
[45] COCCNC(=O)C(c1ccc(C)cc1)N(Cc1ccco1)C(=O)CCC(=O)Nc1ccccn1 (stereo unspecified)
[46] COc1cc(OC)cc(C(=O)Nc2ccccc2-c2nnn(CC(=O)Nc3cc(C)on3)n2)c1
[47] CCC(Oc1ccccc1)C(=O)Nc1nnc(S(=O)(=O)Nc2ccccc2)s1 (stereo unspecified)
[48] COc1ccc(CCN2C(=S)N(c3ccc(Cl)cc3)C(=O)C2CC(N)=O)cc1OC (stereo unspecified)

Screen / compound no.,41,42,43,44,45,46,47,48
KLF5 inhibitor,7,-15,14,-26,-3,-1,-16,1
IEC-6 cytotox,3,12,10,-3,0,-3,-5,-2
HIF act,-0.3,0.1,-0.5,0.2,0.6,0.1,-0.2,-0.3
AI-2 QS mod,20,0,21,5,-1,1,36,5
HSF-1 act,8,6,-1,-8,-18,-1,-11,13
GSK3 alpha inh,-3,-1,-1,-1,0,3,-7,0
aSyn UTR inh,20,0,13,29,2,-19,-4,12
HSP90 inh,-1,-3,-3,0,3,4,0,-2
HSF1 inh,-3,4,1,-3,-4,0,-4,-3
GSK3B inh,1,2,2,0,0,-6,5,-2

# Excerpt, entries 41–44
[41] O=C1[C@@H]2C(c3ccccc3Cl)=NO[C@@H]2C(=O)N1Cc1ccccc1
[42] Cn1c(=O)c(C(=O)NNC(=O)c2ccccc2Cl)c(O)c2ccccc21
[43] CCCN(CCC)c1ccc(CC(=O)NC(C)Cc2ccccc2)cc1 (stereo unspecified)
[44] CCN(CC)CC(C)CNC(=O)CN1C(=O)CSc2ccc(S(=O)(=O)N3CCOCC3)cc21 (stereo unspecified)

Screen / compound no.,41,42,43,44
KLF5 inhibitor,7,-15,14,-26
IEC-6 cytotox,3,12,10,-3
HIF act,-0.3,0.1,-0.5,0.2
AI-2 QS mod,20,0,21,5
HSF-1 act,8,6,-1,-8
GSK3 alpha inh,-3,-1,-1,-1
aSyn UTR inh,20,0,13,29
HSP90 inh,-1,-3,-3,0
HSF1 inh,-3,4,1,-3
GSK3B inh,1,2,2,0

# Later entries:
[49] CCOC(=O)C1=C(C)C2C3C(=O)N(c4ccccc4C)C(=O)C3C1(C)C1C(=O)N(c3ccccc3C)C(=O)C21 (stereo unspecified)
[50] CCOC(=O)c1nc(Nc2ccccc2)c2ccccc2n1
[51] CCN(Cc1ccc(OC)c(COC)c1)CC1CCCN(CCc2cccc(OC)c2)C1 (stereo unspecified)
[52] CC(SCc1ccccc1)C(=O)Nc1ccc2c(c1)OCO2 (stereo unspecified)

Screen / compound no.,49,50,51,52
KLF5 inhibitor,-10,-8,-1,-39
IEC-6 cytotox,-1,-5,1,-2
HIF act,0.4,0.2,0.2,3.8
AI-2 QS mod,-1,25,6,10
HSF-1 act,0,-7,-8,18
GSK3 alpha inh,-1,3,-1,1
aSyn UTR inh,14,32,-27,-66
HSP90 inh,0,1,-2,1
HSF1 inh,-12,-5,-6,4
GSK3B inh,1,1,-9,2

# Screening data: PubChem, several laboratories
